# From PubChem
# MITF inh: human MITF inhibition, primary screen; inhibition, % at 2.6 µM; AID 1259374; actives 0.91% (n = 650,000); AlphaScreen MITF homodimerization, bead proximity signal; in the data active means inhibition above about 50%;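 further: 0% = vehicle wells with protein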
# Target sequence (O75030 whole entry, looked up): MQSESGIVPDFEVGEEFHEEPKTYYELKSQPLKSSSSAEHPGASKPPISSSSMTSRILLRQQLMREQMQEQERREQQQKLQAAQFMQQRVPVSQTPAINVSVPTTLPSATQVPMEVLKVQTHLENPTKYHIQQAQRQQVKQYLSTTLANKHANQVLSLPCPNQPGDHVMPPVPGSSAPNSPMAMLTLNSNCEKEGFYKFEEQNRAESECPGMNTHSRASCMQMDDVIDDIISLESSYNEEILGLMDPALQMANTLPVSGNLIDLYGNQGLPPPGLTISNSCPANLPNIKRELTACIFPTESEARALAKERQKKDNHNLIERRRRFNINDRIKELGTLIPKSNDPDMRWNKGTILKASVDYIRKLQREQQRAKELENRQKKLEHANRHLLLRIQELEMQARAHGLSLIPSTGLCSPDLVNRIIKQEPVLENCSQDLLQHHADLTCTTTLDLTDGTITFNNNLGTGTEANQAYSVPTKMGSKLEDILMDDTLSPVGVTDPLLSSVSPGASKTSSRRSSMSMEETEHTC
# FBW7 activator: activators of human E3 ligase FBW7 | Q969H0 | AID 1259310 | AlphaScreen FBW7–phospho-cyclin E peptide binding, activator screen | normalized activity (activation), % at 26.1 µM | actives 0.13% (n = 650,000); in the data active means normalized activity above about 1.9%;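 further: purified mutant Fbw7 with reduced substrate affinity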
# TEAD-YAP block: TEAD-YAP interaction inhibition; HEK-TIYL cells, TEAD-Gal4/YAP UAS-luciferase luminescence; inhibition, % at 9.12 µM; actives 1.4% (n = 640,000); AID 1259422; in the data active means inhibition above about 32%;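 further: 0% = median of test compound wells and 100% = reference inhibitor wells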
# GPR151 activ: activates the human receptor GPR151 | Q8TDV0 | PathHunter beta-arrestin GPR151 cells, luminescence | activation, % at 11.2 µM | actives 1% (n = 650,000); in the data active means activation above about 4.9%;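 further: 0% = median of compound wells and 100% = cells with positive control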
# Target sequence (Q8TDV0 whole entry, looked up): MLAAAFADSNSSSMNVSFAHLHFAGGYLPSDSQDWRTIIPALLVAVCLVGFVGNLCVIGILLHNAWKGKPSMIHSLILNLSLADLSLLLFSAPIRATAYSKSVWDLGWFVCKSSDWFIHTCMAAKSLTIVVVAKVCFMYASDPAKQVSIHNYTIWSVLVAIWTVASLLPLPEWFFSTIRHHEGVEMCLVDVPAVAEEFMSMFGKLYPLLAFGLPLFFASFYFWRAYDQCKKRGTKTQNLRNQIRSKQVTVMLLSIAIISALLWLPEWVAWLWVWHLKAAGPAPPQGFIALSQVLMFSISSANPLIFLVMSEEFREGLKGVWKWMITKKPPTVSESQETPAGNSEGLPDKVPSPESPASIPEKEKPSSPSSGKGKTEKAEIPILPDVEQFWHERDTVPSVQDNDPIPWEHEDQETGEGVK
# * hit, by the source's call; x = not tested or not shown. Rows are unselected; 3.4% or so of the library scored in one or more.
SMILES,MITF inh,FBW7 activator,TEAD-YAP block,GPR151 activ
CCc1ccc(C(=O)Nn2cnc3ccccc3c2=O)cc1,13.6,0.1,-63.0,-2.1
COc1cc2nc(-c3ccc(C(=O)N4CCN(C)CC4)cc3)nc(NC3CC3)c2cc1OC,9.2,0.5,2.6,0.9
C=CCNC(=O)CCc1nnc(CCCCc2ccccc2)o1,-0.7,0.0,-0.2,-0.5
CCOc1ccc(C(CC(=O)O)NC(=O)c2ccccc2)cc1OC (configuration not stated),4.6,-0.1,2.8,0.3
CCCCN(CC)S(=O)(=O)c1cc(Cl)ccc1Cl,3.8,0.3,2.9,-0.2
O=[N+]([O-])c1cccc(S(=O)(=O)Nc2cnn(Cc3ccc(Cl)cc3Cl)c2)c1,6.5,0.0,4.8,-0.6
CCCn1c(=O)c2c(nc3n(-c4ccc(OC)cc4OC)c(C)c(C)n23)n(C)c1=O,6.2,0.0,-2.6,-0.8
N#CCCN(CCC#N)CC(=O)O,2.0,1.1,5.9,1.0
CCC(C)NC(=O)C1CC(c2ccccc2O)=NO1 (configuration not stated),7.4,0.1,-4.6,1.8
COCCOC(=O)c1ccc(NC(=O)C(C)(C)C)cc1,13.1,0.0,-45.7,-1.0
COc1ccccc1NC(=O)Cn1nc(-c2ccc3c(c2)OCCO3)ccc1=O,13.6,0.1,3.7,-0.4
CCCCOc1ccc(C(=O)Nn2cnc3ccccc3c2=O)cc1,2.8,0.1,-18.5,-0.7
CCCCNC(=O)CCC1(Cc2ccc(OC)cc2)CCC(=O)N1 (configuration not stated),4.4,-0.1,-5.4,0.3
Cc1nnc(NC(=O)CSc2nc3cc4c(cc3cc2C#N)OCCO4)s1,-3.5,0.0,-64.1,-1.1
Nc1cc(=O)[nH]c(SCC(=O)O)n1,1.9,-0.1,5.3,-0.8
CCOc1ccc2[nH]c(=O)c(CN(CCc3ccccc3)C(C)=O)cc2c1,10.1,0.8,-1.9,1.5
COc1ccc(NC(=O)c2cc(S(=O)(=O)N3CCc4ccccc43)ccc2OC)cc1,7.8,0.1,-0.7,-1.3
COc1ccc(Cn2c(=S)[nH]c3cc(C(=O)N4CCCCC4)ccc3c2=O)cc1,-8.9,-0.1,-7.8,-1.0
O=C(NC1CCCC1)c1cnn2c(C(F)(F)F)cc(-c3ccco3)nc12,1.3,0.6,2.5,-1.2
O=C(CSc1nc2ccsc2c(=O)n1Cc1ccccc1Cl)Nc1ccccc1Cl,11.5,0.1,-0.5,-0.7
COc1cccc(/C=C2\C(=O)NC(=O)N(c3ccccc3Cl)C2=O)c1,-5.3,-0.1,0.9,1.3
COc1ccc(NC(=O)CSc2nc(-c3ccc(OC)cc3)cc(=O)[nH]2)cc1,25.1,0.1,3.3,-0.3
Cc1nc(NCCc2ccc(F)cc2)c(C#N)c(C)c1[N+](=O)[O-],10.8,0.4,5.2,1.2
O=C1C2=CC[C@H]3C(=O)N(C4CCCCC4)C(=O)[C@H]3[C@H]2[C@H](O)[C@@H]2O[C@H]12,20.2,0.1,x,-2.1
C=CCc1c(C)[nH]c2ccc(N)cc2c1=O,9.3,0.1,5.6,-0.9
C/C(=N\NC(=O)C1CC12CCC2)c1ccc2ccccc2c1 (configuration not stated),8.9,0.9,-10.4,-0.3
CCOC(=O)c1ccc(NC(=O)C(=O)NCCCN2CCOCC2)cc1,-14.7,0.0,-13.2,-1.4
CCOc1ccc(N2C(=O)CC(Sc3ccccc3C(=O)O)C2=O)cc1 (configuration not stated),-5.5,0.0,0.9,-0.5
N#CN=C(N)c1sc2sc(C(N)=NC#N)c(N)c2c1N,-16.6,-0.7,-5.4,0.3
Cc1ccc(NC(=O)c2ccc(=O)[nH]n2)cc1F,-3.7,-0.1,-21.2,-0.5

# 4 of these compounds, reformatted.
> C/C(=N\NC(=O)C1CC12CCC2)c1ccc2ccccc2c1 (configuration not stated)
  MITF inh: 8.9
  FBW7 activator: 0.9
  TEAD-YAP block: -10.4
  GPR151 activ: -0.3

> CCOC(=O)c1ccc(NC(=O)C(=O)NCCCN2CCOCC2)cc1
  MITF inh: -14.7
  FBW7 activator: 0.0
  TEAD-YAP block: -13.2
  GPR151 activ: -1.4

> CCOc1ccc(N2C(=O)CC(Sc3ccccc3C(=O)O)C2=O)cc1 (configuration not stated)
  MITF inh: -5.5
  FBW7 activator: 0.0
  TEAD-YAP block: 0.9
  GPR151 activ: -0.5

> N#CN=C(N)c1sc2sc(C(N)=NC#N)c(N)c2c1N
  MITF inh: -16.6
  FBW7 activator: -0.7
  TEAD-YAP block: -5.4
  GPR151 activ: 0.3

# (more compounds)
SMILES,MITF inh,FBW7 activator,TEAD-YAP block,GPR151 activ
COc1ccccc1C(=O)Oc1ccccc1,4.0,-0.1,13.1,-0.3
O=C(CS(=O)(=O)c1ccccc1)Nc1cccc(F)c1,-11.1,-0.1,-6.3,-0.2
CCOc1ccc(OCc2ccc(C(=O)NNC(=O)COC)cc2)cc1,1.1,0.0,-21.9,-1.9
Cc1cccc(NC(=O)Cn2c(=O)n(CC(=O)NCCc3ccccc3)c(=O)c3ccccc32)c1C,-13.9,0.0,6.8,2.0
CC(=O)N(Cc1ccco1)C1CC(=O)N(c2ccc(Br)cc2)C1=O (configuration not stated),16.8,1.1,-1.3,0.7
Cc1c(N=Cc2ccc(N3CCOCC3)c([N+](=O)[O-])c2)c(=O)n(-c2ccccc2)n1C,11.3,-0.1,-2.1,2.5
CCOC(=O)c1cc2c(c(CSc3nc4ccccc4c(=O)n3CC3CCCO3)c1)OCOC2 (configuration not stated),3.5,-0.2,-1.6,1.3
COc1ccc(Nc2nc(-c3ccc(OC)c(OC)c3)nc3ccccc23)cc1OC,14.8,0.1,-14.0,0.7
CC(=O)NC1(c2ccccc2F)CCN(CCN2CCOCC2)CC1,-0.5,-0.1,-4.8,-0.2
O=C(Nc1ccc2ccccc2c1)C1CCCN(S(=O)(=O)c2ccccc2)C1 (configuration not stated),3.9,0.1,-1.6,0.0

# Single records (already shown).
# CCOC(=O)c1cc2c(c(CSc3nc4ccccc4c(=O)n3CC3CCCO3)c1)OCOC2 (configuration not stated) across the screens: MITF inh: 3.5; FBW7 activator: -0.2; TEAD-YAP block: -1.6; GPR151 activ: 1.3
# N#CCCN(CCC#N)CC(=O)O across the screens: MITF inh: 2.0; FBW7 activator: 1.1; TEAD-YAP block: 5.9; GPR151 activ: 1.0

# Additional structures:
SMILES,MITF inh,FBW7 activator,TEAD-YAP block,GPR151 activ
COc1ccccc1/C=N/Nc1nc(N2CCCCC2)nc(N2CCCCC2)n1,-11.4,-0.1,9.6,1.2
COc1ccc(Cc2n[nH]c(=S)[nH]c2=O)cc1OC,13.1,0.0,1.0,-1.1
N#CCN(CC#N)C(=O)Cc1ccc(Br)cc1,-2.7,-0.2,4.0,0.4
NC(=O)C(c1ccccc1)c1ccccn1 (configuration not stated),0.3,0.1,-8.3,-0.3
Cc1cccnc1NC(=S)NC(=O)c1ccc(F)cc1,-5.5,0.0,-46.2,-0.7
COc1cccc2c1OC(c1ccc(SC)cc1)N1N=C(c3ccco3)CC21 (configuration not stated),18.3,0.5,-66.8,-0.1
O=C(CCCn1nnc2ccccc2c1=O)N1CCN(C2CCCCC2)CC1,-1.2,0.3,-0.1,1.5
Cc1cnc(Nc2nc3ccccc3n2C)nc1NCc1cccnc1,-3.3,-0.1,15.4,-1.0
CCOc1ccc(-n2cc(-c3ccccc3)c3c(NC(C)COC)ncnc32)cc1 (configuration not stated),4.3,-0.1,14.2,0.7
CC(=O)Nc1cccc(NC(=O)c2cc([N+](=O)[O-])ccc2Cl)c1,13.6,0.5,17.7,-0.2
O=C(O)c1ccccc1Nc1ccn2c(=O)c3ccccc3nc2n1,10.9,-0.2,5.1,-1.6
Cc1ccc(NC(=O)C(=O)Nc2ccc(S(=O)(=O)Nc3ccc(C)cc3)cc2O)cc1,-11.0,0.1,-2.1,1.0
Oc1ccccc1C1CC(c2ccc(Cl)cc2)=NC(c2ccc(F)cc2)N1 (configuration not stated),-9.4,0.1,-47.6,-0.6
COc1cccc(N2C(=O)/C(=C/c3ccoc3)C(=O)NC2=S)c1,41.9,0.5,-3.0,-2.1
Cc1ccc(Cn2ccn(-c3ccccc3)c(=O)c2=O)cc1,-0.3,0.0,-11.4,-1.0
CC(C)CN(CC(C)C)S(=O)(=O)c1cc([N+](=O)[O-])ccc1N1CCC(C(N)=O)CC1,22.7,0.2,-10.6,-0.5
CCc1cccc(NC(=S)N(CCN2CCOCC2)C2CCN(C(C)=O)CC2)c1,6.8,0.1,-10.1,0.0
Cc1cc(C(=O)N/N=C/C=C/c2cccc([N+](=O)[O-])c2)n[nH]1,-1.6,-0.1,3.8,0.4
CCOC(=O)C1CCCN(c2n[nH]c(=O)[nH]c2=O)C1 (configuration not stated),-12.2,-0.2,-5.9,1.0
COc1ccc(-c2nn(-c3ccccc3)cc2C=O)c(N=[N+]=[N-])c1,3.8,0.1,0.0,2.4
CSc1nsc(SCC(=O)Nc2ccc(C(C)=O)cc2)n1,10.6,0.0,-65.1,-1.4
CC(=C\C(=O)O)/C(=C\c1ccc(Br)cc1)C(=O)O,17.5,0.2,-1.3,1.1
CCOC(=O)Cc1ccc(NC(=O)N2CCC(CN3CCCC3)CC2)cc1,13.4,0.8,11.2,-0.2
CCNc1ncc(C(=O)NCc2nc3ccccc3[nH]2)s1,5.0,0.1,-10.2,-1.0
C[C@@H](Cn1nnc2ccccc21)NC(=O)c1cnc(N(C)C)nc1,-8.9,-0.1,-12.9,0.2
Cc1cc(NC(=O)c2ccc([N+](=O)[O-])o2)n(-c2ccccn2)n1,-13.4,-0.2,0.4,-0.6
COc1ccc(C2C(C(C)=O)=C(O)C(=O)N2Cc2cccnc2)cc1OC (configuration not stated),-20.1,-0.1,13.8,-0.2
COc1ccc(/C=N/NC(=O)c2ccncc2)cc1Cl,-4.0,-0.2,-4.0,-0.9
O=C(O)c1c(CNCc2ccccc2Cl)c2ccccc2n1Cc1ccccc1F,11.7,-0.1,13.5,-0.9
COC(=O)Cn1c(=NC(=O)CN(C)S(C)(=O)=O)sc2c(C)cc(C)cc21,10.2,-0.1,0.9,-1.4
COc1cc2c(cc1OC)C(Nc1ccc([N+](=O)[O-])cc1)=NC1(CCCC1)C2,-6.5,0.1,-5.0,-0.8
Cc1nc2sccn2c1-c1nc(C2CC2)c(C(=O)c2ccc3c(c2)NC(=O)CO3)s1,-4.8,0.1,0.9,0.1
Cc1cccc(NC(=O)N(Cc2cc3cc(C)ccc3[nH]c2=O)CC2COCCO2)c1 (configuration not stated),26.9,0.1,-8.9,-1.0
FC(F)(F)c1cccc(NC(=S)NCCCn2ccnc2)c1,8.4,-0.1,1.7,1.2
N#Cc1ccc(NC(=O)COC(=O)c2ccncc2)cc1,-8.2,-0.1,0.8,1.2
COc1ccc(OC)c(CN2CCN(C(=O)c3ccc(OC)c(OC)c3)CC2)c1,49.3,0.6,-5.3,-2.1
O=Cc1ccccc1-c1ccc(N2CCN(c3ccccn3)CC2)nc1,13.3,0.1,-52.1,-0.1
COc1cc(/C=C2/SC(=O)NC2=O)cc(OC)c1,11.5,0.3,9.4,-0.1
FC(F)(F)c1cccc(CNc2nc(N3CCc4ccccc4C3)nc3c2ncn3C2CCCCC2)c1,7.2,0.0,1.8,0.1
Cc1cccc(-n2ncc3c(N4CCC(C)CC4)ncnc32)c1,-7.4,-0.1,23.8,1.9
c1cnc2ccc(Nc3nc(Nc4ccc(N5CCOCC5)cc4)c4[nH]cnc4n3)cc2c1,5.8,-0.1,79.7*,0.8
O=C1N=C(N2CCOCC2)CS1,5.1,0.4,-3.0,-1.1
O=C(O)c1cc(S(=O)(=O)N2CCN(c3ccccc3)CC2)ccc1Cl,5.0,0.1,10.7,-0.1
O=C(NCCCn1ccnc1)c1ccc2c(c1)OCCO2,3.6,0.1,3.7,0.6
COc1ccc(-c2cnnn2-c2ccc([N+](=O)[O-])cc2)cc1,-4.5,-0.2,-7.0,-0.8
Cc1ccc(CN2C(=O)C3(C(C#N)=C(N)OC4=C3C(=O)CC(C)(C)C4)c3ccccc32)cc1 (configuration not stated),-9.2,-0.3,4.9,-1.1
O=C(CCCCCNC(=O)OCC1c2ccccc2-c2ccccc21)Oc1ccc([N+](=O)[O-])cc1,-10.3,0.3,-5.9,-0.5
CS(=O)(=O)N(CC(=O)NCCc1ccccc1)c1ccc(OCc2ccccc2)cc1,-6.8,-0.2,-15.5,-1.0
CN1CCN(c2ccnc3c(-c4ccccc4Oc4ccccc4)cnn23)CC1,-8.9,0.3,-3.3,0.3
Cc1ccc2cc(CN(C(=O)C3CC3)C3CCCC3)c3nnnn3c2c1C,0.1,-0.4,-0.8,-0.1

# Remaining list, next part.
SMILES,MITF inh,FBW7 activator,TEAD-YAP block,GPR151 activ
O=C(CNC(=O)Cn1cnc2ccccc2c1=O)NCc1ccc(F)cc1,5.2,0.1,5.0,0.3
Cc1ccc(N(CC(=O)Nc2ccccc2[N+](=O)[O-])S(=O)(=O)c2ccccc2)cc1Cl,14.9,0.0,-2.8,-0.8
Cc1ccc(-c2nc(C(N)=O)c3[nH]c(=O)n(CCc4ccccc4)c3n2)o1,3.9,0.2,0.0,2.8
O=C(COC(=O)c1cc([N+](=O)[O-])ccc1Cl)NC1CCCCC1,3.4,0.0,-2.9,-1.1
COc1ccc(C2(CNC(=O)c3ccc(OCC(C)C)cc3)CCCC2)cc1OC,-1.9,-0.1,-14.3,1.8
Cc1ccc(S(=O)(=O)/N=C2\C=C(Cl)C(=O)C(Cl)=C2Cl)cc1,18.5,-0.1,5.3,-1.3
O=Nc1c(O)[nH]c2ccccc12,10.7,0.2,-1.6,-0.6
Cc1ccc(OCC(=O)c2c(O)c3ccccc3oc2=O)cc1C,-0.5,0.1,5.2,-0.1
COC(=O)CN(c1cccc([N+](=O)[O-])c1)S(C)(=O)=O,-7.6,-0.1,5.3,-0.1
